Source: PubChem (several laboratories)
PKA-R1A act: activates the PKA-R1A holoenzyme complex | P00514+P68181 | PKA-R1A dissociation, Cy5-IP20 fluorescence polarization; scaled: DMSO 0%, 113 µM cGMP 100% | activation, % at 11.4 µM | actives 0.083% (n = 340,000) | AID 504707;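 active = percent activation above the mean of all tested compounds plus 3 SD, cut at about 19% in these data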;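 note: higher means more PKAc released from R1A so a rise in polarization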
dFosB activator: activators of mouse delta FosB homodimer. purified delta FosB, TAMRA-CDK5 oligo fluorescence polarization; percent of positive-control signal above neutral wells. actives 0.99% (n = 340,000). P13346. activation, % at 25 µM. AID 493131;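 active = mean activation above about 17%, with every replicate also reaching it, limit read from the data, passing the limit was not always enough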;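 note: fluorescence polarization rise as delta FosB binds a TAMRA Cdk5 AP-1 oligo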
Target sequence (P13346 whole entry, looked up): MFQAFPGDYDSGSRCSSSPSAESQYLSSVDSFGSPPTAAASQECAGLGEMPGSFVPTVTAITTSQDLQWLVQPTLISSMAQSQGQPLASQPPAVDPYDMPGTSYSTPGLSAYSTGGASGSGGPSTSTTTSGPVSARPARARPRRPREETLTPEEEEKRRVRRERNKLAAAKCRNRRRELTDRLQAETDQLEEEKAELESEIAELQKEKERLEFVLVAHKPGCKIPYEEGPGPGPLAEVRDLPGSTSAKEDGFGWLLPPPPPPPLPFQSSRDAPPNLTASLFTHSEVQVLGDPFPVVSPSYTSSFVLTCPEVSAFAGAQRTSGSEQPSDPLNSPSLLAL
MITF act: increases MITF-driven TRPM1 promoter luciferase signal; actives 0.75% (n = 300,000); AID 588334; activation, % at 12.5 µM; SK-MEL-5 TRPM1-promoter luciferase, 24 h; % of positive control, neutral wells = 0;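 active = mean activation of at least 80% with every replicate also reaching 80%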;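 note: 0% = neutral control wells and 100% = parthenolide positive control wells; values of inactives mirror those of a sister screen read the other way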
CDK5 p35 inh: inhibitors of human CDK5/p35 kinase | inhibition, % at 10 µM | Q00535+Q15078 | actives 0.01% (n = 330,000) | Recombinant CDK5/p35, ADP-Glo luminescence, 60 min;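 active = highest replicate inhibition of at least 50% and at least 75% of replicates reaching 50%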;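 note: plate controls were DMSO neutral control for no effect and GW8510 at 10 µM for full effect; many of its hits are not listed in these tables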
Arr AP2 block: human beta-arrestin and AP2 interaction inhibition; inhibition, % at 10 µM; AID 504490; actives 0.31% (n = 340,000); FITC-arrestin peptide / GST-AP2 beads, flow cytometry; AP2 beta2 appendage carries R879A mutation;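 active = inhibition above a set limit, near 3 SD of compounds lacking own fluorescence, cut at about 54% in these data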;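 note: plate controls were DMSO wells for no effect and 5 µM unlabelled arrestin peptide for full effect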
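Measured by: flow cytometry, FL1 (488/535 nm); Material: AP2 appendage R879A on GSH beads; Evaluation: percent response; Timing: pre-incubation 12 min, peptide binding 1 h, room temperature; Also added: 50 nM FITC-arrestin peptide; Medium: PBS with 0.05% Tween 20 and 0.1% BSA.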
SR-BI uptake up: enhances SR-BI lipid uptake from DiI-HDL; CHO ldlA[mSR-BI] cells, DiI-HDL uptake fluorescence, 3 h; 100 = double the neutral-control signal; activation, % at 12.5 µM; actives 0.096% (n = 320,000); AID 504775;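 active = mean replicate activation of at least 60% and every replicate at or above 60%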;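 note: 0% = median plate neutral-control signal and 100% = twice that signal; values of inactives mirror those of a sister screen read the other way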
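Material: SR-BI-overexpressing, LDLR-lacking CHO cells | Dosing: Single compound concentration, delivered by pin transfer | Probe or stimulus: Labelled HDL, 10 µg/mL | Signal: Bottom-read cell fluorescence after medium removal, ex 550/em 595 nm | Schedule: 3 h, 37 °C | Evaluation: HDL uptake via cellular fluorescence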
SUMO Mot1 rescue: inhibitors of SUMOylation pathway: yeast Mot1-301 growth rescue | S. cerevisiae Mot1-301 growth rescue, ATP luminescence, 38.5C; percent above DMSO median, 100 means doubled | growth rescue, % at 18.8 µM | actives 1% (n = 320,000) | AID 2716;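 active = every valid replicate shows activation above 250% relative to neutral control wells; inactive = the rest, any valid replicate at or below 250%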;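 note: OY570 slx delta 5 strain wells were the positive control but not used for scaling; some compounds called inactive have numbers as strong as hits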
PKA-R2B act: PKA-R2B complex activation. activation, % at 11.4 µM. P22694+P31323. actives 0.079% (n = 340,000). AID 504700. PKA-R2B holoenzyme dissociation, Cy5-IP20 fluorescence polarization; R2B truncated from residue 108, S112A mutant; 0% DMSO only, 100% 113 µM cGMP;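 active = activation above a cutoff set at the mean over all compounds plus 3 SD, cut at about 18% in these data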;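 note: higher means more holoenzyme dissociation and a rise in polarization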
Target sequence (P31323 whole entry, looked up, other chains not shown, the tested form may be a part): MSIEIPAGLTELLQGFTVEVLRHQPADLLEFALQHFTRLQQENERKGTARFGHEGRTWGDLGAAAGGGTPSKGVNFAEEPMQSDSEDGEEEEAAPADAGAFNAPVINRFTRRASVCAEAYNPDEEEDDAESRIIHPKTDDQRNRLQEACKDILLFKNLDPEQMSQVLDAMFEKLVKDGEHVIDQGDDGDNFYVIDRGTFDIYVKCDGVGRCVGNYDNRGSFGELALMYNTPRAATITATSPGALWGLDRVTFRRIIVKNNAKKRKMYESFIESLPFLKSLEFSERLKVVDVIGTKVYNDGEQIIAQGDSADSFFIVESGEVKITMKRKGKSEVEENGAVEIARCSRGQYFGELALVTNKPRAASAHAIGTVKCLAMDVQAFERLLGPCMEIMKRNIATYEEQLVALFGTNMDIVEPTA
SR-BI HDL uptake: blocks mouse SR-BI lipid uptake from DiI-HDL; actives 0.96% (n = 320,000); inhibition, % at 12.5 µM; ldlA[mSR-BI] CHO cells, DiI-HDL uptake fluorescence, 3 h; Q61009;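 active = mean replicate inhibition of at least 70% and a set share of replicates each scoring 70 or more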;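 note: 0% = median of neutral control wells and 100% = median of positive control wells; values of inactives mirror those of a sister screen read the other way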
DSG3 Ab inh: human desmoglein-3 autoantibody binding inhibition; P32926; DSG3-coupled beads, scFv-anti-DSG3-GFP binding, flow cytometry; active compounds read low; binding (percent of control), % at 10 µM; actives 0.48% (n = 310,000); AID 588358;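 active = binding more than 3 SD below its plate's average and above zero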;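 note: hits lower antibody fragment binding to DSG3; some compounds called inactive have numbers as strong as hits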
NSD2 HMT inh: blocks human histone methyltransferase NSD2; inhibition, % at 12.5 µM; O96028; actives 0.54% (n = 310,000); NSD2 peptide methylation, AlphaScreen, 120 min; AID 743445; in the data active = inhibition above about 50%
* marks the source's active call; other numbers are inactive results; . = no result given.

SMILES	PKA-R1A act	dFosB activator	MITF act	CDK5 p35 inh	Arr AP2 block	SR-BI uptake up	SUMO Mot1 rescue	PKA-R2B act	SR-BI HDL uptake	DSG3 Ab inh	NSD2 HMT inh
CC12CCC(C(=O)Nc3ncc([N+](=O)[O-])s3)(OC1=O)C2(C)C (configuration not stated)	-0.2	5.6	-5.1	0.3	-3.2	4.5	2.4	9.9	-4.5	100.5	-0.5
COc1cccc(NS(=O)(=O)c2cc3c(cc2C)NC(=O)CO3)c1	-6.1	1.7	.	-3.5	-0.7	-1.1	-4.7	5.5	1.1	107.6	.
COc1ccc(Nc2oc(COc3ccc(C)cc3)nc2C#N)cc1	-5.9	-3.7	.	3.3	6.6	-6.1	12.8	-1.0	6.1	99.7	1.5
CCOC(=O)c1c(C)c(C(=O)NCCCOC(C)C)c(C)n1C	-5.7	0.4	-0.5	-0.7	-8.5	14.5	-3.3	-18.7	-14.5	98.6	0.0
COc1ccc2c(Cl)c(C(=O)NCCCn3ccnc3)sc2c1Cl	-0.8	-3.8	7.2	1.0	45.4	-19.0	0.9	-12.9	19.0	89.2	-0.9
COc1cccc(CC(=O)NC2CCCN(Cc3ccc(Cl)cc3)C2)c1 (configuration not stated)	-2.7	-7.9	2.4	-1.8	32.3	-4.8	-4.2	-1.8	4.8	102.8	-0.6
Cc1nnsc1C(=O)NNc1c(Cl)cccc1Cl	-7.5	7.3	.	0.2	23.8	21.5	12.8	-8.8	-21.5	105.6	-3.1
CCCC(=O)NC(=S)NNC(=O)c1ccc([N+](=O)[O-])cc1	-5.3	-3.7	1.0	-0.2	5.3	-6.8	23.0	2.5	6.8	97.4	-0.8
Cc1nc(SCC(=O)Nc2ccccc2)c2oc3ccccc3c2n1	-10.7	2.0	6.4	1.4	-7.4	-14.3	-5.8	-18.5	14.3	91.9	1.3
COc1ccc(CCC(=O)NCCOc2ccccc2Cl)cc1	6.3	-11.4	.	-1.4	-4.0	-7.2	9.8	-4.7	7.2	108.7	123.8*
COc1cccc(C=CC(=O)C=CC=Cc2ccccc2)c1	-15.2	-3.1	-4.7	0.9	2.8	11.1	.	-4.7	-11.1	127.1	1.8
CCNc1nc(NCC)nc(N/N=C/c2ccc([N+](=O)[O-])o2)n1	-7.5	1.4	-12.1	2.4	-5.4	-3.3	-15.3	0.4	3.3	99.4	6.3
COc1ccc(C2=NO[C@@H]3C(=O)N(C4CCCCC4)C(=O)[C@H]23)cc1OC	-8.5	12.4	1.7	-1.4	-0.1	7.1	11.5	-9.3	-7.1	94.7	-3.1
COc1cccc(-c2nc(Cc3ccc(OC)c(OC)c3)no2)c1	2.2	-7.2	-6.6	0.8	-8.8	-0.2	126.1	-2.6	0.2	100.3	-2.7
COc1ccc(CC2(C)OC(c3ccc(Cl)cc3)=NN2C(C)=O)cc1 (configuration not stated)	11.4	0.2	-6.8	.	18.5	16.9	-14.9	-7.5	-16.9	90.3	-5.5

Part of the list above in order of SMILES length, lowest first:
SMILES	PKA-R1A act	dFosB activator	MITF act	CDK5 p35 inh	Arr AP2 block	SR-BI uptake up	SUMO Mot1 rescue	PKA-R2B act	SR-BI HDL uptake	DSG3 Ab inh	NSD2 HMT inh
Cc1nnsc1C(=O)NNc1c(Cl)cccc1Cl	-7.5	7.3	.	0.2	23.8	21.5	12.8	-8.8	-21.5	105.6	-3.1
COc1ccc(CCC(=O)NCCOc2ccccc2Cl)cc1	6.3	-11.4	.	-1.4	-4.0	-7.2	9.8	-4.7	7.2	108.7	123.8*
COc1cccc(C=CC(=O)C=CC=Cc2ccccc2)c1	-15.2	-3.1	-4.7	0.9	2.8	11.1	.	-4.7	-11.1	127.1	1.8
COc1ccc(Nc2oc(COc3ccc(C)cc3)nc2C#N)cc1	-5.9	-3.7	.	3.3	6.6	-6.1	12.8	-1.0	6.1	99.7	1.5
CCOC(=O)c1c(C)c(C(=O)NCCCOC(C)C)c(C)n1C	-5.7	0.4	-0.5	-0.7	-8.5	14.5	-3.3	-18.7	-14.5	98.6	0.0
COc1cccc(CC(=O)NC2CCCN(Cc3ccc(Cl)cc3)C2)c1 (configuration not stated)	-2.7	-7.9	2.4	-1.8	32.3	-4.8	-4.2	-1.8	4.8	102.8	-0.6
CCCC(=O)NC(=S)NNC(=O)c1ccc([N+](=O)[O-])cc1	-5.3	-3.7	1.0	-0.2	5.3	-6.8	23.0	2.5	6.8	97.4	-0.8
CCNc1nc(NCC)nc(N/N=C/c2ccc([N+](=O)[O-])o2)n1	-7.5	1.4	-12.1	2.4	-5.4	-3.3	-15.3	0.4	3.3	99.4	6.3

The listing continues.
SMILES	PKA-R1A act	dFosB activator	MITF act	CDK5 p35 inh	Arr AP2 block	SR-BI uptake up	SUMO Mot1 rescue	PKA-R2B act	SR-BI HDL uptake	DSG3 Ab inh	NSD2 HMT inh
CCOC(=O)c1ccc(COC(=O)c2ccc3c(c2)-c2ccccc2C3=O)cc1	-10.7	-4.7	11.3	0.8	-2.5	-46.3	-0.7	-0.8	46.3	97.2	-1.9
Cc1ccc(N(C)S(=O)(=O)c2ccc(-c3ccc(=O)[nH]n3)s2)cc1C	15.1	-2.6	8.0	.	-9.0	-19.7	157.4	-0.2	19.7	101.2	-9.9
CC(CN1CCNCC1)(NS(=O)(=O)c1ccccc1)c1ccccc1 (configuration not stated)	-7.6	4.1	-8.3	0.9	-1.2	30.6	60.7	-4.8	-30.6	112.5	.
O=C(COc1ccccc1[N+](=O)[O-])OCC(=O)c1ccc(Br)s1	-10.1	0.3	-5.6	0.5	0.3	8.2	25.3	5.1	-8.2	103.3	3.0
Cc1ccc(/C=N/Nc2ncc(Cl)cc2Cl)s1	-7.3	0.1	56.2	-1.5	-14.7	-9.5	24.1	-2.3	9.5	166.4	0.2
Cc1nc2ccc(S(=O)(=O)NCC(=O)Nc3ccc(F)cc3)cc2s1	8.9	-7.1	4.9	-0.4	21.5	15.5	2.1	0.7	-15.5	98.6	.
Cc1ccc(C(C)C)c(OCC(=O)OCC(=O)c2c(N)n(C)c(=O)n(C)c2=O)c1	-4.4	-15.0	1.9	-2.1	-5.2	7.8	1.9	1.3	-7.8	95.6	-4.1

Entries listed above that bear a hit mark in NSD2 HMT inh:
SMILES	PKA-R1A act	dFosB activator	MITF act	CDK5 p35 inh	Arr AP2 block	SR-BI uptake up	SUMO Mot1 rescue	PKA-R2B act	SR-BI HDL uptake	DSG3 Ab inh	NSD2 HMT inh
COc1ccc(CCC(=O)NCCOc2ccccc2Cl)cc1	6.3	-11.4	.	-1.4	-4.0	-7.2	9.8	-4.7	7.2	108.7	123.8*
